# BoNT F protease: BoNT F light chain protease inhibition | inhibition, % at 10 µM | Multiplex microsphere protease cleavage assay, flow cytometry | hit rate 0.22% among 360,000 | AID 588497; in the data active means inhibition above about 35%, passing the limit was not always enough; further: plate controls were buffer without enzyme for full effect and enzyme alone for no effect
# PrPC TRFRET: inhibitors of human cell surface prion protein PrPC; P04156; TR-FRET read-out; inhibition, % at 13.8 µM; hit rate 0.43% among 370,000; in the data active means inhibition above about 24%; further: 0% = median of the test wells and 100% = reference compound wells
# * hit, by the source's call. A portion of the library; the hit share may differ from the screen's.
SMILES,BoNT F protease,PrPC TRFRET
CCCCNc1c(-c2ccccn2)nc2nc(C)cc(C)n12,-55,5
CC(C)C[C@H]1COc2cc(N(C)CCO)ccc2S(=O)(=O)N1,0,-1
CCC(c1nnnn1-c1ccc2c(c1)OCCO2)N1CCN(c2cc(C)ccc2C)CC1 (stereo not drawn),-3,4
CC(C)(C)n1nnnc1C(c1ccccc1)N1CCN(c2ccccn2)CC1 (stereo not drawn),-4,-6
CCNC(=O)c1cc2c(c(-c3cccc(-c4ccccc4F)c3)n1)[C@H](CCO)N(C(=O)CC)C2,-8,6
COC(=O)c1ccc2nc(-c3ccc(Cl)cc3)c(CC3CCCCC3)n2c1,13,1
CC[C@@H]1Cc2[nH]c(=O)[nH]c(=O)c2[C@H](c2ccc(Cl)cc2)O1,1,6
COc1cccc(C(=O)N2CCC[C@H]2C(=O)N2CCC[C@H]2C(=O)NCc2ccccn2)c1,-8,3
Nc1[nH]c(C(=O)c2ccccc2)c(-c2ccc(Cl)cc2Cl)c1C(=O)c1ccc(Cl)c(Cl)c1,-3,-4
CCC(C)[C@H]1CNC(=O)C(=O)N1CC(C)(C)C (stereo partly drawn),-5,2
O=C(NCc1ccccc1)[C@@H]1CCCN1C(=O)[C@@H]1CCCN1C(=O)c1cccs1,-5,-6
O=C1NC[C@@H](CCCCN2CCN(CCc3ccc(O)cc3)C(=O)C2=O)N(CCC2CCCCC2)C1=O,-6,-2
COc1cc(OC)cc(C2=Cc3ccccc3C(CC(C)=O)N2c2ccc(-c3cccs3)cc2)c1 (stereo not drawn),6,2
C[C@H]1COc2cccc(N3CCN(C)CC3)c2S(=O)(=O)N1,3,-4
COC(=O)[C@]12CCCCC=C1N(Cc1cccc3ccccc13)C(=O)[C@H](CC(=O)NCc1cccc3ccccc13)C2,-1,11
Cn1c(-c2ccccc2)c(Sc2ccccc2)c2cc(-c3ccc4[nH]ccc4c3)ccc21,-4,-2
CC(CCl)n1c(=O)c2ccccc2n1S(C)(=O)=O (stereo not drawn),-9,-5
COC(=O)CCCn1cc(CN2CC(N3CCCC3)CS2(=O)=O)nn1 (stereo not drawn),2,-2
Cc1cccc(C)c1-n1nnnc1C1(C)CCC(=O)N1Cc1cccc(C(F)(F)F)c1 (stereo not drawn),-6,-1
CCOC(=O)[C@]12CCC=C1N(Cc1ccco1)C(=O)[C@H](CC(=O)NCCCN1CCCC1=O)C2,-10,2
O=S1(=O)CC(N2CCSCC2)CN1Cc1cn(Cc2ccccc2)nn1 (stereo not drawn),17,-1
COC(=O)[C@]12CCCCC=C1N(CCC1=CCCCC1)C(=O)[C@H](CC(=O)NCC13CC4CC(CC(C4)C1)C3)C2,-9,-5
Nc1[nH]c(C(=O)c2ccccc2)c(-c2ccccc2C(F)(F)F)c1C(=O)NCc1cccc2ccccc12,2,9
c1ccc(C[C@H]2CN=C(Nc3ccccc3)N2CC2CCCC2)cc1,-1,-11
COC(=O)[C@@]1(Cc2ccc(F)cc2)[C@H]2c3cc(C(=O)N(C)C)n(CCO)c3C[C@H]2CN1C(=O)c1ccccc1,-5,0
CCCCC[C@@H](C)N1C[C@@H](COCc2ccccc2)Oc2cc(N3CCC[C@H]3COC)ccc2S1(=O)=O,1,4
COC(=O)[C@]12CCCCC=C1N(Cc1ccccc1)C(=O)[C@H](CC(=O)NCCCN1CCCC1=O)C2,-7,-4
COc1ccc(-c2ccc(N3C(c4ccsc4)=Cc4ccc(F)cc4C3c3c[nH]c4ccccc34)cc2)cc1 (stereo not drawn),-4,14
CCCCc1c(-c2ccccc2OC)ncn1CCc1ccc(OC)cc1,-2,5
CC(C)n1nnnc1C1c2ccccc2C(=O)N1CCCN1CCOCC1 (stereo not drawn),0,1
COc1ccc(CN2C(=O)CCC2(C)c2nnnn2Cc2ccccc2)cc1OC (stereo not drawn),-2,-4
Cc1cccc(C)c1-n1nnnc1C(c1ccnc2ccccc12)N(C)Cc1ccccc1 (stereo not drawn),0,1
O=C(c1ccc(C(F)(F)F)cc1)N1CCC(=O)N([C@H](COCc2ccccc2)Cc2ccccc2)CC1,-3,2
COc1ccccc1Cc1c(C(C)(C)C)nc2cc(C)c(Br)c(C)n12,-2,3
CC(C)CCN1C(=O)c2ccccc2C1c1nnnn1Cc1ccccc1 (stereo not drawn),5,1
Cc1ccc(S(=O)(=O)N2CCC(=O)N([C@H](COCc3ccccc3)C(C)C)CC2)cc1,2,2
O=C1NC[C@@H](CCCCN2CCN(CC3CCCCC3)C(=O)C2=O)N(Cc2ccccc2)C1=O,-4,2
Cc1cccc(C)c1-n1nnnc1C1(C)CCC(=O)N1CC(F)(F)F (stereo not drawn),3,1
C[C@@H]1CC2=C(C(=O)OC(C)(C)O2)[C@H](c2ccc(Cl)cc2)O1,0,4
CC(C)(C)n1nnnc1C(c1cc2ccccc2o1)N1CCCCC1 (stereo not drawn),0,6

# Sorted by SMILES length (ascending): 6 of the compounds above
SMILES,BoNT F protease,PrPC TRFRET
CC(C)(C)n1nnnc1C(c1cc2ccccc2o1)N1CCCCC1 (stereo not drawn),0,6
CC(C)CCN1C(=O)c2ccccc2C1c1nnnn1Cc1ccccc1 (stereo not drawn),5,1
COc1ccccc1Cc1c(C(C)(C)C)nc2cc(C)c(Br)c(C)n12,-2,3
C[C@@H]1CC2=C(C(=O)OC(C)(C)O2)[C@H](c2ccc(Cl)cc2)O1,0,4
Cc1ccc(S(=O)(=O)N2CCC(=O)N([C@H](COCc3ccccc3)C(C)C)CC2)cc1,2,2
O=C1NC[C@@H](CCCCN2CCN(CC3CCCCC3)C(=O)C2=O)N(Cc2ccccc2)C1=O,-4,2

# Next compounds follow:
SMILES,BoNT F protease,PrPC TRFRET
CCCCC[C@@H](C)N1C[C@H](COCc2ccccc2)Oc2cc(N3CCC[C@H]3CO)ccc2S1(=O)=O,-2,6
C[C@H](NC(=O)[C@@H]1CCCN1C(=O)[C@@H]1CCCN1C(=O)c1ccc(Cl)cc1)c1ccccc1,-1,-1
Nc1[nH]c(C(=O)c2ccccc2)c(-c2ccc(F)cc2)c1C(=O)NCc1ccccc1,4,2
COC(=O)[C@@]1(Cc2ccc(F)cc2)[C@H]2c3cc(C(=O)N4CCCC4)n(CCc4c[nH]c5ccccc45)c3C[C@H]2CN1C(=O)c1ccccc1,-2,1
CC1(c2nc3ccccc3[nH]2)c2ccccc2C(=O)N1Cc1ccccc1 (stereo not drawn),-3,-5
O=c1[nH][nH]c2c1[C@@H](c1ccc(F)cc1)O[C@H](CCOCc1ccccc1)C2,3,3
COC(=O)[C@]12CCCCC=C1N(Cc1ccc(Cl)cc1Cl)C(=O)[C@H](CC(=O)N1CCN(C(=O)C3CC3)CC1)C2,6,-3
COC(=O)c1ccc2nc(-c3ccc(F)cc3)c(Cc3cccc(F)c3)n2c1,7,6
CCOC(=O)[C@]12Cc3cc(OC)ccc3[C@H]1N(CCC(=O)OC)C(=O)c1cc(OC)ccc12,-7,0
COc1ccc(OC)c(CN2C(=O)CCC2(C)c2nnnn2-c2c(C)cccc2C)c1 (stereo not drawn),-10,-4
COC(=O)c1ccc2nc(-c3cccc(Br)c3)c(Cc3cccc(F)c3)n2c1,1,-5
c1ccc2c(c1)ccn1c(Cc3ccsc3)c(C3CCCCC3)nc21,0,3
CCCCCCn1cc(CN2CC(N(C)C)CS2(=O)=O)nn1 (stereo not drawn),-5,9
Cc1nc(NC(=O)C(C)(C)C)sc1-c1nc(N)sc1-n1cc(-c2ccccc2)nn1,-1,6
COc1ccc(CCNC(=O)c2ccc(CSc3ccc(Cl)cc3)o2)cc1OC,-12,8
CC1=C(C(=O)N2CCCCCC2)CC(CC(=O)NCCCN(C)C)C(=O)N1Cc1ccc(F)cc1 (stereo not drawn),6,5
O=C(Nc1ccc2c(c1)OCCO2)C1c2ccccc2OCC(=O)N1Cc1ccccc1 (stereo not drawn),-1,8
CCOC(=O)[C@]12CCC=C1N(CCC1=CCCCC1)C(=O)[C@H](CC(=O)NCCc1ccccc1OC)C2,-4,2
O=C1CCCCC(=O)[C@H](O)C[C@H](c2ccccc2)O1,-7,4
CCOC(=O)[C@]12CCC=C1N(Cc1ccccc1)C(=O)[C@H](CC(=O)NCc1cccc3ccccc13)C2,-4,-3
CC(C)[C@@H]1O[C@H](CCc2ccccc2)CC2=C1C(=O)OC(C)(C)O2,4,4
COC(=O)[C@@]1(C(C)C)N=C(c2cc(OC)c(OC)c(OC)c2)[C@]2(O1)C(=O)Nc1ccccc12,1,-1
CCOC(=O)[C@]12CCC=C1N(Cc1ccco1)C(=O)[C@H](CC(=O)N1CCN(C(=O)c3ccco3)CC1)C2,1,3
O=C(Nc1ccc2ccccc2c1)OC1CCS(=O)(=O)C1 (stereo not drawn),2,7
COC(=O)[C@@]1(Cc2ccc(F)cc2)[C@H]2c3cc(C(=O)N(C)C)n(Cc4ccsc4Br)c3C[C@H]2CN1C(=O)c1ccccc1,-30,-6
O=C(NCc1ccncc1)[C@@H]1CCCN1C(=O)[C@H]1CCCN1C(=O)c1ccccc1,-5,-6
COc1ccc(NC(=O)C2c3ccccc3OCC(=O)N2Cc2ccco2)cc1 (stereo not drawn),-11,2
C[C@H]1COc2cc(N3CCC[C@@H]3CO)ccc2S(=O)(=O)N1,-6,-1
O=C1CCCCCCC(=O)[C@H](O)C[C@H](c2ccccc2)O1,8,-7
CCCc1nc2c(Cl)cc(C(F)(F)F)cn2c1Cc1ccc(OC)cc1C,-9,-6
Cc1cc2nc(-c3ccco3)c(Cc3ccccc3C(F)(F)F)n2c(C)c1Br,-18,7
CCOC(=O)[C@]12CCC=C1N(Cc1ccc(Cl)cc1Cl)C(=O)[C@H](CC(=O)N1CCSCC1)C2,10,-4
COc1ccccc1Cc1c(-c2ccc(Cl)cc2)nc2c3ccccc3ccn12,7,0
O=C(NCc1ccncc1)[C@@H]1CCCN1C(=O)[C@H]1CCCN1,-24,2
COc1cccc(CNC(=O)[C@@H]2CCCN2C(=O)OC(C)(C)C)c1,-3,-5
O=C(C[n+]1cccc(C(=O)Nc2ccccc2)c1)c1ccccc1,-2,3
COC(=O)[C@]12CCCCC=C1N(Cc1cccc3ccccc13)C(=O)[C@H](CC(=O)N1CCSCC1)C2,2,3
CCCCCCCCN1C(=O)[C@H](CC(=O)N2CCCCC2)C[C@@]2(C(=O)OCC)CCCC=C12,3,2
CC(C)(C)CN1C(=O)C(=O)NC[C@@H]1CC1CCCCC1,-4,2
COc1ccccc1Cc1c(-c2ccco2)nc2cc(C)c(Br)c(C)n12,-22,5
O=C1NC[C@H](CCCCN2C[C@@H](Cc3ccccc3)N(CCC3CCCCC3)C(=O)C2=O)N(CCC2CCCCC2)C1=O,4,8
C[C@@H](c1ccccc1)N1C[C@H](COCc2ccccc2)Oc2cc(N3CCC[C@H]3C(N)=O)ccc2S1(=O)=O,-3,-3
COC(=O)[C@@]1(C(C)C)N=C(c2cc(OC)c(OC)c(OC)c2)[C@]2(O1)C(=O)N(C)c1ccc(Cl)cc12,-6,-4
O=C(NCc1ccccc1)[C@@H]1CCCN1C(=O)[C@@H]1CCCN1C(=O)c1ccc(Cl)cc1Cl,-6,0
Nc1[nH]c(C(=O)c2ccccc2)c(-c2ccc(Cl)cc2Cl)c1C(=O)NCCc1c[nH]c2ccccc12,0,1
O=S(c1cc(Cl)cc(Cl)c1O)c1cc(Cl)cc(Cl)c1O,-11,-4
CCOC(=O)[C@]12Cc3cc(C)ccc3[C@H]1N(C1CCCCC1)C(=O)c1ccccc12,1,38*
CCOC(=O)[C@]12Cc3c(cc(OC)c(OC)c3OC)[C@H]1N(CCC(=O)OC)C(=O)c1ccccc12,10,11
O=C1NC[C@@H](Cc2ccc(O)cc2)N(CCCCC2CCCCC2)C1=O,2,9
C=C1C[C@@H]2C[C@@H]2CN(S(=O)(=O)c2ccc(C)cc2)[C@@H]1COCc1ccccc1,5,6
Cc1cccc(C)c1-n1nnnc1C1c2ccccc2C(=O)N1C1CC1 (stereo not drawn),1,-7
O=C(NCc1ccccn1)[C@@H]1CCCN1C(=O)[C@@H]1CCCN1,-6,0
O=C1NC[C@@H]2CCCN2C1=O,-7,4
CCOC(=O)[C@]12CCC=C1N(Cc1cccc3ccccc13)C(=O)[C@H](CC(=O)NCc1cccs1)C2,-2,8
COC(=O)[C@]12CCCCC=C1N(Cc1ccco1)C(=O)[C@H](CC(=O)N1CCSCC1)C2,0,10
O=C1NC[C@H](CCCCN2CCN(CCc3ccc(O)cc3)C(=O)C2=O)N(CCC2CCCCC2)C1=O,-8,-1
COC(=O)c1ccccc1C(=O)c1c(C)cc(C)cc1C,0,0
O=C1NC[C@H](CCCCN2C[C@H](Cc3ccccc3)N(Cc3ccccc3)C(=O)C2=O)N(CCC2CCCCC2)C1=O,1,0
O=C1Nc2ccccc2N(C(=O)c2c(F)cccc2F)C1c1nc2ccccc2[nH]1 (stereo not drawn),-4,-33
CC(C)C[C@@H](COCc1ccc([N+](=O)[O-])cc1)N1CCN(C(=O)c2ccc(C(F)(F)F)cc2)CCC1=O,0,-18

# Fetched one by one from above:
SMILES,BoNT F protease,PrPC TRFRET
Cc1nc(NC(=O)C(C)(C)C)sc1-c1nc(N)sc1-n1cc(-c2ccccc2)nn1,-1,6
COC(=O)[C@]12CCCCC=C1N(Cc1ccco1)C(=O)[C@H](CC(=O)N1CCSCC1)C2,0,10

# Compound activity as filed in PubChem.
